Screening results: PubChem, National Center for Advancing Translational Sciences (NCATS)
Pol iota inh: inhibitors of human DNA polymerase iota; Q9UNA4; Pol iota fluorescent replication assay, 10 min; Potency, µM (highest dose often 115 µM), inactives show at the highest dose activity, negative = inhibition, actives largely listed as inhibitors; 390,000 compounds, 1% hits; AID 588590
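Fluorescent replication assay read twice, at 0 min and 10 min after adding 50 nM (final) substrate. Enzyme (10 nM) and compounds were first incubated 15 min at room temperature; enzyme-free buffer wells were negative controls.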
G9a block: G9a (human) methyltransferase inhibition; Q96KQ7; Potency, µM (highest dose often 102 µM), without a hit: at the top dose activity, negative = inhibition, actives largely listed as inhibitors; G9a H3K9 monomethylation, AlphaScreen, 2 h; 350,000 compounds, 8.8% hits; also: % is scaled to controls: 0 for no effect and ±100 for the full control effect; nearly all actives have a fitted effect of over 75% in size
Target sequence (Q96KQ7 913-1193 limits assumed): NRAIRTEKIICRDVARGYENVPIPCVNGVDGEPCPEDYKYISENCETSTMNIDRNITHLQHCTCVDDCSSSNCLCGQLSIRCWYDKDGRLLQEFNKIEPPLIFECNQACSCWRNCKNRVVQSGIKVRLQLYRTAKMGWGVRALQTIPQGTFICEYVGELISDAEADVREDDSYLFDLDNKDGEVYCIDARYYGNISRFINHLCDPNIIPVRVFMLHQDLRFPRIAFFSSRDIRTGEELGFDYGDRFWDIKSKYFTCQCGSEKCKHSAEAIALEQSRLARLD
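Methyltransferase reactions run at room temperature for 2 h (20 nM enzyme, 500 nM biotin-H3K9 peptide, 20 uM SAM) after a 15 min compound preincubation; product detected by AlphaScreen beads and anti-H3K9me1 antibody.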
POLB inh: inhibitors of human DNA polymerase beta. Pol beta primer extension/strand displacement, fluorescence kinetic. Potency, µM (top dose mostly 114 µM), for inactives: at the top dose activity change, negative = inhibition, actives largely listed as inhibitors. AID 485314. 340,000 compounds, 1.3% hits. P06746; also: % is scaled to controls: 0 for no effect and ±100 for the full control effect
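Kinetic readout of DNA synthesis with strand displacement by Pol beta. Compound and 10 nM enzyme sit 15 min at room temperature; 50 nM substrate starts the reaction, read immediately and at 10 min.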
Apoferritin bind: candidate novel general anesthetic via apoferritin binding; P02791; apoferritin/1-aminoanthracene competitive binding, fluorescence; Potency, µM (highest dose often 77.5 µM), inactives show top-dose activity change, negative = displacement, usual class: inhibitors; 350,000 compounds, 0.074% hits; AID 485281; also: % is scaled to controls: 0 for no effect and ±100 for the full control effect; nearly all actives have a fitted effect of over 20% in size
Target sequence (P02791 2-175 limits assumed): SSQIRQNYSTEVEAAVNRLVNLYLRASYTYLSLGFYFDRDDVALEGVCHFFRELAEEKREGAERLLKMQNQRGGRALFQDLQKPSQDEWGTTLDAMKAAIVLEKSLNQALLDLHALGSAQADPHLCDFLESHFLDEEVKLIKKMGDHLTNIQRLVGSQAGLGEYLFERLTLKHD
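In PBS, apoferritin at 10 uM is loaded with 1-AMA from a 50% saturated solution. After 10 min of compound exposure at ambient temperature, reduced 535 nm fluorescence indicates probe displacement.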
Pol kappa inh: inhibitors of human DNA polymerase kappa; Q9UBT6; purified Pol kappa, fluorescent DNA synthesis assay, 10 min; Potency, µM (doses to about 107 µM), without a hit: at the highest dose activity, negative = inhibition, usual class: inhibitors; 400,000 compounds, 0.53% hits; AID 588579; also: % is scaled to controls: 0 for no effect and ±100 for the full control effect
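Kinetic fluorescence screen: compound preincubated 15 min RT with 10 nM enzyme; 50 nM substrate (final) initiates; reads at 0/10 min.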
BAZ2B block: inhibitors of human BAZ2B bromodomain | Potency, µM (series often up to 114 µM), inactives show at the highest dose activity change, negative = inhibition, actives largely listed as inhibitors | AlphaScreen BAZ2B-H3K14Ac peptide displacement | 360,000 compounds, 4.4% hits | Q9UIF8; also: % is scaled to controls: 0 for no effect and ±100 for the full control effect; nearly all actives have a fitted effect of over 60% in size
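Protein-peptide AlphaScreen: BAZ2B 50 nM, b-H3K14Ac 50 nM, 1x PBS pH 7.4 + 0.01% Tween-20. Preincubation 30 min RT; cpd 30 min RT (top 110 uM); beads 20 min RT, light-protected.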
APE1 inh: blocks human APE1 abasic DNA cleavage | P27695 | recombinant APE1, TAMRA/BHQ-2 abasic DNA cleavage fluorescence | Potency, µM (titrated, usually from 65.8 µM), without a hit: top-dose activity change, negative = inhibition, usual class: inhibitors | 350,000 compounds, 0.35% hits | AID 2517;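 also: plate controls were vehicle for no effect and reference inhibitor for full effect; nearly all actives have a fitted effect of over 55% in size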
Target sequence (P27695 whole entry, looked up): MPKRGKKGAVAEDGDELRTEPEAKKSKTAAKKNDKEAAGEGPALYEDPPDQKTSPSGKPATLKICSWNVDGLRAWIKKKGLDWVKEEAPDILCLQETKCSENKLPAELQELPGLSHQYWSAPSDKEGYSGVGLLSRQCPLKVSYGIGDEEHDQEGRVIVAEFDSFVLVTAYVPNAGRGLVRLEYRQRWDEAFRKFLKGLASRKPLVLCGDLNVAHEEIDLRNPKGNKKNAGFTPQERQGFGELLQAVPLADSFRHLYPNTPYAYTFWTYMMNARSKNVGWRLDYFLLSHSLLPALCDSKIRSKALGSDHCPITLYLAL
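Incision of a quenched TAMRA/BHQ-2 THF abasic-site duplex (50 nM) by 0.75 nM APE1, after 15 min compound preincubation, measured as fluorescence increase over three 60 s reads. Values normalized to buffer, DMSO and NSC13755 control wells.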
BLM helicase inh: inhibitors of human Bloom syndrome helicase BLM | Potency, µM (titrated, usually from 56.1 µM), for inactives: at the highest dose activity change, negative = inhibition, most hits filed as inhibitors | recombinant BLM DNA unwinding, fluorescence dequenching | P54132 | 350,000 compounds, 0.2% hits;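 also: plate controls were vehicle for no effect and no enzyme for full effect; nearly all actives have a fitted effect of over 35% in size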
POLH inh: inhibitors of human DNA polymerase eta; Q9Y253; recombinant Pol eta, fluorescent DNA replication assay; Potency, µM (top dose mostly 114 µM), inactives show at the top dose activity change, negative = inhibition, most hits filed as inhibitors; 390,000 compounds, 1.2% hits; AID 588591; also: % is scaled to controls: 0 for no effect and ±100 for the full control effect
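Pol eta (10 nM) was preincubated with compounds for 15 min at room temperature, after which fluorescent replication substrate (50 nM final) was added to start the reaction. Fluorescence was read kinetically at 0 and 10 min.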
* hit, by the source's call; ? = inconclusive; . = not tested or not shown; & = joins results of further samples; ! = a repeat was not active; [ ] = remark or other dose. Calls follow the shape of the dose curve; as a rule, active = well fitted curve in the direction sought with a large enough effect; inconclusive = small, poorly fitted or top-dose-only effect, or another doubt; inactive = no such curve, though single readings can be large; an effect the other way counts as inactive or inconclusive. Potency is read from the fitted curve at half-maximal effect. The list is partial; rates above refer to the full screens.

SMILES | Pol iota inh | G9a block | POLB inh | Apoferritin bind | Pol kappa inh | BAZ2B block | APE1 inh | BLM helicase inh | POLH inh
Cc1ccc(C(=O)C(C)OC(=O)Cn2cnc3c2c(=O)n(C)c(=O)n3C)cc1 (stereo unspecified) | 91%[activator] | 8%[0.501 µM] | . | . | -4% | -4% | 20% | . | 1%
CCOC(=O)c1ccc(/C=N/O)[n+](Cc2ccccc2)c1 | ? | -4% | 33% | -14% | -7% | 7% | 15% | -9% | -5%
Cc1ccc(-c2ccc(=O)n(CC(=O)Nc3ccc(C(C)C)cc3)n2)cc1 | 6% | -30%[59 µM] | 5% | ? | 7% | -2% | . | -10% | -22%
N/C(COc1cccc(Cl)c1)=N\O | 138%[activator] | -5%[59 µM] | 0% | -8% | 2% | -4% | -1% | -2% | 7%
CCN(CC)S(=O)(=O)c1ccc(NC(=O)c2cc3ccc4cccnc4c3[nH]2)cc1 | ? | -5%[59 µM] | ? | -21% | -37% | 2%[57.1 µM] | . | -4% | ?
FC(F)Oc1ccc(-c2csc(NNC3=NCCCCC3)n2)cc1 | 48%[activator] | 13µM* | 3% | -19% | -10% | ? | 7% | -1% | -7%
COc1cc(OC)cc(C(=O)N2CC(=O)Nc3ccccc32)c1 | 101%[activator] | -5% | 102% | -11% | 5% | 7% | 4% | -1% | -20%
Cc1ccc(C(=O)O)cc1NC1(c2ccccc2)C(=O)c2ccccc2C1=O | 4% | -6%[59 µM] | 2% | -11% | 1% | 13%[57.1 µM] | . | 0% | -10%
Cc1ccc(CNC(=O)C2CCN(S(=O)(=O)c3c(C)noc3/C=C/c3ccco3)CC2)cc1 | -27% | ? | -23% | ? | 3% | -3% | 0% | 0% | -18%
COc1cccc(C2C(C#N)=C(N)Oc3cc(C)n(Cc4ccco4)c(=O)c32)c1 (stereo unspecified) | -4% | 50µM* | 14% | -10% | 0% | 11% | 14% | 1% | -12%
c1cc2nc(C34CC5CC(CC(C5)C3)C4)[nH]c2cn1 | 23% | 14µM* | -29% | -4% | -13% | 50µM* | 1% | 6% | -16%
Cc1cnc(C(=O)OCC(=O)Nc2cc(Cl)ccc2C#N)cn1 | 125%[activator] | . | . | . | -29% | . | 5% | . | -10%

Some of these compounds in order of heavy-atom count, high to low:
SMILES | Pol iota inh | G9a block | POLB inh | Apoferritin bind | Pol kappa inh | BAZ2B block | APE1 inh | BLM helicase inh | POLH inh
CCN(CC)S(=O)(=O)c1ccc(NC(=O)c2cc3ccc4cccnc4c3[nH]2)cc1 | ? | -5%[59 µM] | ? | -21% | -37% | 2%[57.1 µM] | . | -4% | ?
Cc1ccc(-c2ccc(=O)n(CC(=O)Nc3ccc(C(C)C)cc3)n2)cc1 | 6% | -30%[59 µM] | 5% | ? | 7% | -2% | . | -10% | -22%
c1cc2nc(C34CC5CC(CC(C5)C3)C4)[nH]c2cn1 | 23% | 14µM* | -29% | -4% | -13% | 50µM* | 1% | 6% | -16%

Additional entries:
SMILES | Pol iota inh | G9a block | POLB inh | Apoferritin bind | Pol kappa inh | BAZ2B block | APE1 inh | BLM helicase inh | POLH inh
Cn1c(SCC(=O)Nc2ccc3cn[nH]c3c2)nnc1-c1cccs1 | 8% | 12%[12.7 µM] | 4% | -13% | -6% | 9% | -5% | 0% | -6%
CCN1CCN(c2ccc(S(=O)(=O)N3CCCCC3)cc2NC(=O)c2cc3ccccc3o2)CC1 | 22% | 35µM* | . | . | -10% | -20% | 14% | . | -6%
O=C(O)c1ccccc1-c1ccccc1C(=O)Nc1nc2ccccc2s1 | -2% | -44% | -2% | 1% | -13% | -2% | 6% | 7% | -19%
CNS(=O)(=O)c1cc(NC(=O)c2cncn2-c2ccccc2)ccc1C | 3% | 7% | -1% | -2% | 0% | 17% | 83%[activator] | -3% | -5%
CCCCC(CC)CNC(=O)C1CCN(S(=O)(=O)c2cccc3nsnc23)CC1 (stereo unspecified) | -5% | 3%[59 µM] | 19% | -2% | -8% | . | . | -9% | -7%
CCCc1cc(=O)[nH]c(SCC(=O)N(C)CC(=O)Nc2ccc(C)cc2)n1 | -17% | 3%[59 µM] | 0% | -9% | 3% | 1% | 3% | 0% | -9%
Cc1cc(C)c(NC(=O)c2c(C)nn(-c3ccc(F)cc3)c2-n2cccc2)c(C)c1 | 42%[activator] | ? | 1% | -1% | -21% | -5% | . | -1% | -16%
O=C(c1ccc(Br)o1)N1CCN(CCOc2ccccc2)CC1 | 61%[activator] | 3% | 14% | 5% | -9% | -4% | 14% | -2% | -27%
CC(=O)C1=C(C)N(Cc2ccccc2)C(=O)N[C@H]1c1cccc(F)c1 | 29% | . | . | . | 6% | . | -3%[12.4 µM] | 1%[12.4 µM] | -8%
Cn1c(=O)c(-c2ccc(F)c(F)c2)nc2cncnc21 | . | 3%[0.501 µM] | . | . | 2%[60.1 µM] | . | 1% | -5% | .
CCCCOc1ccc(C(C)NC(=O)CCS(=O)(=O)Cc2ccccc2Cl)cc1 (stereo unspecified) | -13% | 23%[59 µM] | 31% | 6% | -6% | -3% | 5% | -6% | -12%
CCCc1c(OCCCOc2ccc(OCC(=O)O)cc2)ccc(C(C)=O)c1O | ? | -4%[59 µM] | 4%[57.1 µM] | . | -3%[60.1 µM] | -10% | 15%&-10% | . | -9%
O=c1c2c(nc3n1CCS3)c1cc(F)ccc1n2Cc1cc(=O)n2cc(Cl)ccc2n1 | 3% | . | -5% | 0% | 5% | -19% | 1% | 2% | -6%
Cc1cccc(-n2c(O)cnc2Nc2nc(C)cc(C)n2)c1 | 18% | 35% | 0% | -8% | -8% | -16% | -5% | 1% | 11%
COc1ccc(/C=C/C(=O)c2ccc3c4c(cccc24)CC3)cc1 | -10% | -4% | 2%[57.1 µM] | -8% | -18% | -2% | -6% | -3% | -16%
O=C(Nc1ccc2ccccc2c1)C(c1ccccc1)C1CCCC1 (stereo unspecified) | ? | -21%[59 µM] | ? | 0% | -9% | -5% | -6% | -10% | -27%
Cc1ccccc1N1C(S)=C(C#N)C(=O)NC1c1cccs1 (stereo unspecified) | ? | 7.9µM* | 6% | ? | -11% | ? | ? | 0% | ?
COc1cccc(C(=O)NCC2CCCN2S(=O)(=O)c2cccs2)c1 (stereo unspecified) | 24% | 7% | . | . | -4% | -5% | 5% | . | -19%
O=CN1CCN(C(C(=O)NC2CCCCC2)c2cc3c(cc2[N+](=O)[O-])OCO3)CC1 (stereo unspecified) | 113%[activator] | 2% | -2% | -5% | -5% | -5% | -8% | -3% | -7%
CC1=C(C(=O)O)N2C(=O)[C@@H](NC(=O)C(N)C3=CCC=CC3)[C@H]2SC1 (stereo partly specified) | 0%[58.9 µM] | 12µM*! | 5%[57.1 µM] | . | -4%[60.1 µM] | . | -7% | . | -9%[57.1 µM]
CCCCn1c(SCC(=O)NCc2ccco2)nc2ccc(N3CCOCC3)cc2c1=O | ? | 4%[12.7 µM] | ? | 5% | -15% | -13% | 7% | -4% | ?
CCCOc1ccc(C(=O)Nc2ccc(NC(=O)c3ccccc3)c(Br)c2)cc1 | 32%[activator] | -35%[59 µM] | 14% | -4% | 9% | -3% | . | -2% | 5%
CCn1c(CSc2nc(C)cc(C)n2)nnc1SCC(=O)Nc1nc(-c2ccccc2)cs1 | 9% | 15%[12.7 µM] | 9% | 0% | -1% | -7% | 11% | 3% | -4%
Cc1cc(C)n(-c2nc(-c3ccc(Cl)c(Cl)c3)cs2)n1 | 20% | 1% | -4% | -4% | -9% | 2% | -1% | 0% | 6%
Cc1ccc(Cn2nnc3c(=O)[nH]c(C4CCN(S(=O)(=O)/C=C/c5ccccc5)CC4)nc32)cc1 | 30% | -9%[59 µM] | -24% | ? | -11% | -1% | 29%[12.4 µM] | -8% | -12%
COc1ccc(NC(=S)N(CCCN2CCC(C)CC2)Cc2cccs2)cc1Cl | 93%[activator] | ? | 25% | -14% | -9% | -34% | 1% | -7% | ?
CCOc1ccc(NC(=O)CN2CCN(CC(=O)c3ccc(OCC)cc3)CC2)cc1 | -3% | 2.8µM* | -23% | -4% | -4% | 8% | 0% | 4% | ?
Cc1noc(NS(=O)(=O)c2ccc(NC(=O)NC(C)(C(F)(F)F)C(F)(F)F)cc2)c1C | -21% | 5% | 23% | -8% | -9% | -20% | 21% | -2% | -10%
O=C(CSc1nc2cc(Cl)ccc2s1)Nc1cccc(S(=O)(=O)N2CCOCC2)c1 | -16% | ? | 13% | -9% | -13% | -1% | -1% | 0% | -20%
Cc1ccc(-c2nn(CC(N)=O)c(=O)c3ccccc23)cc1S(=O)(=O)N(C)C | 8% | 4%[59 µM] | 0% | -14% | -3% | 8% | -1% | -12% | 3%
Cc1ccccc1OCC(=O)NC(=S)Nc1ccc(S(=O)(=O)NC2CCCCC2)cc1 | 3% | 12% | 35% | ? | -18% | -3%[57.1 µM] | 2% | -4% | 5%
O=C1c2ccccc2NC(c2cccs2)N1O (stereo unspecified) | 7% | 32µM* | . | . | 9% | -3% | -2% | . | -16%
N#Cc1c(-c2ccncc2)cc(-c2ccc(F)cc2)nc1N | 141%[activator] | 37% | 26% | 73%[activator] | -15% | 8% | -9% | -5% | 4%
Cc1cccc(C2N3CC4(C(C)C)CN2CC(C(C)C)(C3)C4=O)c1 (stereo unspecified) | -14% | -12%[59 µM] | 8% | -4% | -12%[60.1 µM] | 13% | . | -3% | -1%
Cc1ccc(-c2nc(CN(C)Cc3cccc4cnccc34)c(C)o2)s1 | -16% | . | 8% | -8% | -7% | ? | 12% | -1% | -8%
COc1ccccc1CC(=O)N1CCC(n2nccc2NC(=O)C2CCOC2)CC1 (stereo unspecified) | 1% | . | ? | -2% | -22% | 0% | 8% | -1% | -6%
CCOc1ccc(NC(=O)CCCc2cc(-c3ccc(OCC)cc3)on2)cc1 | 2% | -25% | 15% | -7% | 0% | 3% | -1% | -3% | -2%
O=C(NCc1cccnc1)C1CC(c2ccccc2Cl)=NO1 (stereo unspecified) | 91%[activator] | 21% | -25% | -4% | -1% | -5% | -12% | -4% | -18%
CCCn1c(N)c(Sc2ccc(Cl)cc2)c(=O)n(CCC)c1=O | -9% | 1%[12.7 µM] | -11% | -21% | 1% | -3% | -2% | -3% | -18%
